Bfl-1 inhibitors = Bfl-1 inhibitors, primary screen, biochemical, fluorescence polarization, FITC-Bid, mouse (AID 432). FITC-Bid BH3 peptide fluorescence polarization displacement; higher % means a stronger effect. hit rate 0.02% among 64,000. one-dose displacement, % at 20 µM; IC50 in µM for titrated hits; in the data active = a potency from the dose series; inactive = the rest, 99 in 100 with displacement below about 15%; note: strong numbers were not always called active
PMK inhibit = S. pneumoniae PMK inhibition | purified PMK, PK/LDH-coupled NADH absorbance 340 nm | AID 539 | inhibition, % at 10 µM | hit rate 0.49% among 65,000;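 active = top-ranked compounds by inhibition in the single 10 µM screen, taking a fixed number of the strongest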;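 note: 0% = full reaction with DMSO carrier and 100% = background rate without enzyme reaction; no value below 0 was filed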
HPDE-C7 viability = cytotoxicity in HPDE-C7 cells, cell-based, fluorescence, HTS (AID 430); HPDE-C7 pancreatic duct cells viability, fluorescence; higher % means a stronger effect; hit rate 1.8% among 63,000; cytotoxicity, % at 10 µM, or EC50 in µM where a hit was titrated;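 note: cells exposed to compound for 48 hours before viability readout; 0% = vehicle and 100% = reference cytotoxic drug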
KRASV12 cytotoxicity = viability loss of HPDE-C7K cells – cell-based, fluorescence, HTS, primary screen (AID 431); HPDE-C7K KRASV12 cells, Alamar Blue viability, 48 h; higher % means a stronger effect; one-dose cytotoxicity, % at 10 µM; EC50 in µM for titrated hits; hit rate 1.7% among 63,000;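 active = compounds whose percent cytotoxicity in the single-dose primary screen, scaled between solvent and toxic-drug controls, exceeds 50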;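 note: 0% = DMSO solvent wells and 100% = doxorubicin-treated wells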
MK inhibit = inhibitors of Streptococcus pneumoniae mevalonate kinase; purified MK, PK/LDH-coupled NADH absorbance 340 nm; inhibition, % at 10 µM; hit rate 0.48% among 65,000; AID 555;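 active = ranked among the strongest by inhibition in the single 10 µM screen, a fixed top-ranked set picked for dose follow-up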; note: no value below 0 was filed
LYP phosphatase = inhibition of human PTPN22 tyrosine phosphatase – biochemical, DiFMUP fluorescence, recombinant catalytic domain, 10 µM, primary screen (AID 606); recombinant LYP catalytic domain, DiFMUP fluorescence; higher % means a stronger effect; one-dose inhibition, % at 10 µM; IC50 in µM for titrated hits; 52,000 tested, under 10 active;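 active = IC50 under 40 µM in the dose-response test; inactive = IC50 of 40 µM or more, or never dose-tested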
Alkaline phosphatase = human TNAP enzyme inhibitors, biochemical, luminescent (AID 518) | purified TNAP enzyme, luminescent substrate readout; higher % means a stronger effect | one-dose inhibition, % at 20 µM; IC50 in µM for titrated hits | hit rate 0.09% among 64,000; in the data active = a potency from the dose series; inactive = the rest, 99 in 100 with inhibition below about 22%;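 note: plate controls were vehicle for no effect and reference inhibitor for full effect; many of its hits are not listed in these tables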
HT1080 viability = cytotoxicity in HT1080 fibrosarcoma cells, cell-based, fluorescence readout (AID 620) | cytotoxicity, % at 10 µM, or EC50 in µM where a hit was titrated | HT1080 viability, fluorescence; higher % means a stronger effect | hit rate 0.42% among 87,000;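 note: cells exposed to compound overnight then 4 h with Alamar Blue; 0% = vehicle DMSO and 100% = killing control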
Spn DPM-DC inh = S. pneumoniae DPM-DC inhibition. hit rate 0.49% among 65,000. purified DPM-DC, PK/LDH coupled NADH fluorescence. calls only at 10 µM. AID 556;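 active = the 320 compounds with the highest percent inhibition in the single-dose primary screen, excluding strongly autofluorescent ones, cut at about 32% in these data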;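 note: kinetic rate of NADH fluorescence loss reporting ADP formed by the decarboxylase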
PMK inhibit pilot replicates = recorded beside PMK inhibit, whose call it bears; inhibition, %; measured here: pilot screen replicates
MK inhibit pilot replicates = further read-out of MK inhibit, marked with its call; inhibition, %; measured here: pilot screen replicates
Spn DPM-DC inh pilot screen % = second read-out of Spn DPM-DC inh, no call of its own (marks repeat the call); inhibition, %; measured here: pilot screen trials
The depositor's hits bear a star; i = inactive; / = not tested or not shown. Cut-off read from the data, not from the text of the source, unless noted: active = cytotoxicity above about 50%; inactive = the rest.

SMILES	Bfl-1 inhibitors	PMK inhibit	HPDE-C7 viability	KRASV12 cytotoxicity	MK inhibit	LYP phosphatase	Alkaline phosphatase	HT1080 viability	Spn DPM-DC inh	others
COc1ccccc1NC(=O)c1[nH]c(C)c(C(C)=O)c1C	-1%	14	-6%	-11%	6	-8%	18%	2%	i
O=C1C(Cl)=C(N2CCCCCC2)C(=O)N1c1ccccc1	3%	1	-9%	-15%	3	3%	8%	-1%	i
COc1ccc(S(=O)(=O)N(C)CC(=O)Nc2ccccc2SC)cc1Cl	1%	4	8%	5%	8	12%	20%	-3%	i
COc1ccc2cc(C(c3nnnn3C(C)(C)C)N3CCSCC3)c(=O)[nH]c2c1 (stereo not drawn)	-8%	0	-29%	-35%	3	2%	3%	-1%	i
CNC(=O)CN(c1ccc(OC)cc1)S(=O)(=O)c1ccc(F)cc1	0%	0	10%	4%	0	6%	-1%	-3%	i
COc1ccc(Cn2c(=O)oc3ccc(C)cc32)cc1OC	-2%	3	7%	0%	10	13%	8%	-6%	i
O=C(NCc1ccco1)c1nc2nc(-c3cccs3)cc(C(F)(F)F)n2n1	5%	0	/	/	2	-6%	5%	12%	/
Cc1ccc(NC(=O)Cn2c(=O)n(Cc3ccco3)c(=N)c3c4c(sc32)COC(C)(C)C4)cc1	-11%	9	25%	23%	1	13%	3%	3%	i
COc1cccc(-c2nc(CS(=O)CC(=O)NC3CCCC3)c(C)o2)c1 (stereo not drawn)	-3%	17	-6%	2%	9	1%	5%	-12%	i
CCc1ccc(-c2nnn(Cc3nc4ccccc4s3)n2)cc1	-8%	11	-5%	-6%	12	8%	9%	8%	i
COC(=O)C1C(=O)C2=C(CC1C)NC(=O)CC2c1cccc(C)c1 (stereo not drawn)	-2%	15	-8%	-4%	4	/	6%	-1%	i
CCC(CC)C(=O)NCCc1cc2c(C)ccc(C)c2[nH]c1=O	3%	6	-14%	2%	15	-7%	5%	6%	i
O=C(NC1(C(F)(F)F)C(=O)Nc2c1c(=O)[nH]c(=O)n2Cc1ccco1)C1CCCCC1 (stereo not drawn)	0%	2	4%	-13%	10	-5%	12%	0%	i	PMK inhibit pilot replicates=1.5;MK inhibit pilot replicates=0.0;Spn DPM-DC inh pilot screen %=3.0
CCc1nc2oc3ccccc3c(=O)c2c(=O)n1Cc1ccc(OC)cc1	-10%	6	-9%	-6%	6	/	9%	-5%	i
Cc1c(-c2nc(N)nc(Nc3ccccc3F)n2)oc2ccccc12	-4%	2	15%	15%	8	9%	16%	5%	i
Nn1c(SC/C=C/c2ccccc2)nnc1-c1ccco1	-5%	0	-7%	-1%	4	11%	7%	-4%	i
CCN1CCCC1Cn1cnc2c([nH]c3ccc(C)cc32)c1=O (stereo not drawn)	-4%	2	6%	-2%	9	8%	7%	7%	/
COC(=O)CSc1ncc(C#N)c(N)n1	-2%	0	-12%	-10%	6	2%	10%	-2%	i
CCC(c1nnnn1C(C)C)N1CCN(C2CCCC2)CC1 (stereo not drawn)	2%	10	-6%	-4%	17	/	2%	5%	i
CCc1nc(N2CCC(C)CC2)c2oc3ccccc3c2n1	-3%	4	-16%	-24%	13	/	16%	-14%	i
CC(CP(=O)(O)O)NC(=O)Cc1ccccc1 (stereo not drawn)	-14%	0	-21%	0%	1	2%	1%	-2%	i
Clc1ccc(CSc2ncn[nH]2)cc1	-2%	0	-9%	-4%	0	10%	11%	12%	i
COc1cccc(OCC(=O)Nc2ccccc2NC(C)=O)c1	-4%	13	-11%	-13%	9	6%	4%	11%	i
CCOC(=O)N1CCN(S(=O)(=O)c2ccc(F)cc2)CC1	1%	12	-2%	-7%	9	/	16%	-2%	i
NCc1cccc(-n2cccn2)c1	-8%	14	-2%	3%	11	4%	11%	-4%	i	PMK inhibit pilot replicates=4.0;MK inhibit pilot replicates=6.5;Spn DPM-DC inh pilot screen %=4.0
COc1ccccc1CNC(=O)CCNC(=O)Cn1ccc2ccccc2c1=O	-7%	0	-16%	-8%	6	8%	10%	7%	i	PMK inhibit pilot replicates=0.0;MK inhibit pilot replicates=0.0;Spn DPM-DC inh pilot screen %=1.0
O=C(C1CCN(C2CC(=O)N(c3cccc(Cl)c3)C2=O)CC1)N1CCCC1 (stereo not drawn)	-5%	0	-13%	-10%	8	-1%	8%	3%	i
COCCN1Cc2cccc(C(=O)NCc3ccccc3OC)c2C1=O	-3%	20	4%	6%	11	/	-1%	9%	i
Cc1ccnc(N2CCC(C(=O)NC3CCCCCC3)CC2)n1	-2%	10	-19%	-1%	11	12%	6%	-32%	i
N=c1c(C(=O)NCc2ccco2)cc2c(=O)n3ccccc3nc2n1Cc1ccccc1	-11%	16	9%	16%	12	7%	12%	2%	i
Cc1cccc(NC(=O)COc2ccc(Br)cc2C)n1	-2%	7	-9%	-3%	2	-5%	6%	30%	i
O=C(NC12CC3CC(CC(C3)C1)C2)c1ccc(=O)oc1	0%	9	1%	4%	11	-8%	13%	7%	i
Cc1cccn2c(=O)c3cc(C(=O)N(C)C)n(C)c3nc12	9%	10	-5%	8%	8	/	4%	0%	/
Cn1c(CCCNC(=O)c2cccs2)nc2ccccc21	/	0	/	/	6	/	/	-17%	i
CC(C)(C)NC(=O)c1cnn2c1NC(c1ccc(F)cc1)CC2C(F)(F)F (stereo not drawn)	-9%	0	3%	-6%	5	-4%	2%	-6%	i
O=C(Nc1ccc(S(=O)(=O)Nc2cnc3ccccc3n2)cc1)c1ccc(Br)o1	0%	0	4%	18%	4	-4%	8%	-6%	i

Twelve entries already listed, arranged by molecular weight, smallest number first:
SMILES	Bfl-1 inhibitors	PMK inhibit	HPDE-C7 viability	KRASV12 cytotoxicity	MK inhibit	LYP phosphatase	Alkaline phosphatase	HT1080 viability	Spn DPM-DC inh	others
NCc1cccc(-n2cccn2)c1	-8%	14	-2%	3%	11	4%	11%	-4%	i	PMK inhibit pilot replicates=4.0;MK inhibit pilot replicates=6.5;Spn DPM-DC inh pilot screen %=4.0
Clc1ccc(CSc2ncn[nH]2)cc1	-2%	0	-9%	-4%	0	10%	11%	12%	i
Cc1cccn2c(=O)c3cc(C(=O)N(C)C)n(C)c3nc12	9%	10	-5%	8%	8	/	4%	0%	/
COc1cccc(OCC(=O)Nc2ccccc2NC(C)=O)c1	-4%	13	-11%	-13%	9	6%	4%	11%	i
CCOC(=O)N1CCN(S(=O)(=O)c2ccc(F)cc2)CC1	1%	12	-2%	-7%	9	/	16%	-2%	i
Cc1cccc(NC(=O)COc2ccc(Br)cc2C)n1	-2%	7	-9%	-3%	2	-5%	6%	30%	i
COCCN1Cc2cccc(C(=O)NCc3ccccc3OC)c2C1=O	-3%	20	4%	6%	11	/	-1%	9%	i
CC(C)(C)NC(=O)c1cnn2c1NC(c1ccc(F)cc1)CC2C(F)(F)F (stereo not drawn)	-9%	0	3%	-6%	5	-4%	2%	-6%	i
O=C(C1CCN(C2CC(=O)N(c3cccc(Cl)c3)C2=O)CC1)N1CCCC1 (stereo not drawn)	-5%	0	-13%	-10%	8	-1%	8%	3%	i
COc1ccccc1CNC(=O)CCNC(=O)Cn1ccc2ccccc2c1=O	-7%	0	-16%	-8%	6	8%	10%	7%	i	PMK inhibit pilot replicates=0.0;MK inhibit pilot replicates=0.0;Spn DPM-DC inh pilot screen %=1.0
N=c1c(C(=O)NCc2ccco2)cc2c(=O)n3ccccc3nc2n1Cc1ccccc1	-11%	16	9%	16%	12	7%	12%	2%	i
O=C(Nc1ccc(S(=O)(=O)Nc2cnc3ccccc3n2)cc1)c1ccc(Br)o1	0%	0	4%	18%	4	-4%	8%	-6%	i

(cont.)
SMILES	Bfl-1 inhibitors	PMK inhibit	HPDE-C7 viability	KRASV12 cytotoxicity	MK inhibit	LYP phosphatase	Alkaline phosphatase	HT1080 viability	Spn DPM-DC inh	others
Cc1cc(Cl)ccc1OC(C)C(=O)Nc1ccccc1N1CCOCC1 (stereo not drawn)	4%	13	7%	-13%	0	/	6%	-5%	i
CC1CN(C2CCN(S(=O)(=O)Cc3ccccc3)CC2)CC(C)O1 (stereo not drawn)	-1%	3	5%	10%	32	-9%	6%	-6%	i
CCc1c(C)nc(N)nc1OCC(F)(F)C(F)F	-4%	15	/	/	8	8%	8%	-3%	i
O=C(NCc1cccs1)Nc1cccs1	-15%	15	-12%	-2%	3	8%	9%	1%	i
CN(C)S(=O)(=O)n1cnc2ccccc21	-3%	0	0%	-5%	0	-9%	0%	3%	i
CCOC(=O)N1CCN(C(=O)C2CCN(S(=O)(=O)N3CCCC3)CC2)CC1	-3%	26*	-3%	0%	0	/	14%	5%	i
O=C(Nc1ccc2c(c1)nc1n2CCN(Cc2ccccc2)C1)c1cccs1	10%	0	-32%	-13%	8	8%	12%	3%	i	PMK inhibit pilot replicates=3.0;MK inhibit pilot replicates=1.0;Spn DPM-DC inh pilot screen %=5.5
CCOc1cccc(/C(O)=C2/C(=O)C(=O)N(CCOC)C2c2ccncc2)c1 (stereo not drawn)	1%	13	-9%	-2%	9	-5%	4%	13%	i
CCOC(=O)CC(=O)Nc1ccccc1C(=O)O	-2%	0	-6%	-8%	9	1%	8%	/	i
CCNC(=O)Cc1ccc(NS(=O)(=O)c2ccc(F)cc2)cc1	-7%	0	-15%	-13%	0	/	7%	2%	i
CCOC(=O)c1c(C)c(-c2ccccc2)n(CC(=O)N2CCCC2)c1C	-2%	1	-2%	-3%	9	-2%	2%	9%	i
O=C(Cn1cnc2ccccc2c1=O)c1ccc2c(c1)OCCO2	0%	6	-6%	-4%	0	-2%	-1%	3%	i
O=C(O)Cn1cccc1C(=O)c1ccccc1	2%	8	4%	0%	1	11%	8%	1%	i
CCOc1ccc(CCNc2nc3c(c(=O)n(C)c(=O)n3C)n2CC)cc1OCC	-4%	9	-12%	-17%	6	6%	5%	11%	i	PMK inhibit pilot replicates=2.0;MK inhibit pilot replicates=2.0;Spn DPM-DC inh pilot screen %=6.5
Cc1ccc(N2CC(C(=O)Nc3cccc(F)c3)CC2=O)cc1 (stereo not drawn)	-2%	9	-1%	5%	6	-16%	-8%	0%	i
CCOC(=O)c1nnn(-c2nonc2N)c1-c1ccc(OC)cc1	-2%	18	8%	3%	0	/	7%	46%	i
Cn1c(Cc2cccs2)nnc1SC/C=C/c1ccccc1	-7%	0	-1%	-4%	4	6%	7%	-3%	i
COc1ccc(N=CC2=C(O)CC(C)(C)CC2=O)cc1	-5%	12	-3%	12%	5	18%	10%	-3%	i
COc1ccc(N(C)S(=O)(=O)c2cccc3cccnc23)c(OC)c1	2%	15	51%*	44%	1	10%	27%	11%	i
N#CC1=C(N)OC(c2ccccc2)=C(C#N)C1c1ccc2c(c1)OCO2 (stereo not drawn)	-7%	17	-18%	6%	7	11%	9%	0%	i	PMK inhibit pilot replicates=3.0;MK inhibit pilot replicates=2.5;Spn DPM-DC inh pilot screen %=3.5
